DAX1 inh-1 – DAX1 (NR0B1) inhibition, primary screen; HEK293T StAR-luciferase reporter, SF-1/DAX-1 repression relief; inhibition, % at 6.8 µM; hit rate 1.1% among 370,000; AID 652010;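 active = inhibition above the mean over all tested compounds plus 3 SD, cut at about 3.6% in these data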;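 note: 0% = DAX-1 cells with DMSO and 100% = cells lacking DAX-1 with DMSO; higher inhibition means more luminescence from relief of DAX-1 repression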
hgDAF12 agonist – activates the H. glycines DAF-12 receptor ligand-binding domain; activation, % at 6.8 µM; AID 687014; hit rate 1.8% among 370,000; HEK293 GAL4-hgDAF12 UAS-luciferase reporter, agonist luminescence; normalized to butyrate control;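 active = activation above a cutoff set at the mean of all screened compounds plus 3 SD, cut at about 10% in these data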;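 note: 0% = DMSO wells and 100% = sodium butyrate wells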
hcDAF12 agonist – activators of H. contortus DAF-12 nuclear receptor; HEK293 hcDAF-12 lit1-tk-luc reporter, luminescence; 0% DMSO, 100% Δ7-dafachronic acid; activation, % at 6.8 µM; hit rate 1.4% among 370,000; AID 652067;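 active = activation above the mean of all tested compounds plus 3 SD, cut at about 5.5% in these data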;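 note: 100% = response to 3 µM Δ7-dafachronic acid high control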
PG9 Ab binder – PG9 antibody binding by small molecule | hit rate 0.43% among 360,000 | inhibition, % at 6.7 µM | TR-FRET gp120-PG9 antibody binding; in the data active = inhibition above about 8.5%
Rev-erbA mod – Rev-erb alpha (human) modulation; P20393; Rev-erbα–FITC-DNA binding, fluorescence polarization, 90 min; activity, % at 10 µM; hit rate 0.79% among 370,000;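 active = activity above about 14%, limit read from the data; passing the limit was not always enough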;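 note: 0% = DMSO wells with 35 nM protein and 100% = DMSO wells with 750 nM protein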
Target sequence (P20393 whole entry, looked up): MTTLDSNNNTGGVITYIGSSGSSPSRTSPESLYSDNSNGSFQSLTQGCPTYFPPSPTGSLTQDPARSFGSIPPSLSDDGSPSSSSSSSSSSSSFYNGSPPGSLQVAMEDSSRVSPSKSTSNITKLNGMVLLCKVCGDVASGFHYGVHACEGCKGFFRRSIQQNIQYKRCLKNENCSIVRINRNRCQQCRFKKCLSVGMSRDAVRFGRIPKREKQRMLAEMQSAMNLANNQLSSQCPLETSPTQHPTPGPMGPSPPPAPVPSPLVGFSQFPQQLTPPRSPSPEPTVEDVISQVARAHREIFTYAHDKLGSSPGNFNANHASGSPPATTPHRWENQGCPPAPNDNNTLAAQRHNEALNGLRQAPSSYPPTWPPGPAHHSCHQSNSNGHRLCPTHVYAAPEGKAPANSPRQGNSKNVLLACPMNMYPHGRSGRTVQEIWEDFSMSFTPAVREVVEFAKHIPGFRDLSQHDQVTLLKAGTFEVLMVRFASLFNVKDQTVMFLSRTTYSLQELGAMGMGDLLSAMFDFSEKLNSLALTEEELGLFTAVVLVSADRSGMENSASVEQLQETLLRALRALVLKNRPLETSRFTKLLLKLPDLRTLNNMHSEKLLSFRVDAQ
ssDAF12 agonist – S. stercoralis DAF-12 activation, primary screen; HEK293 ssDAF-12/GRIP1 lit1-tk-luc reporter, luminescence; % of 3 µM dafachronic acid response; hit rate 1% among 370,000; AID 652126; activation, % at 6.8 µM;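 active = activation above the mean over all tested compounds plus 3 SD, cut at about 0.9% in these data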;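 note: 0% = DMSO-only wells and 100% = 3 µM delta7-dafachronic acid wells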
SMARCA2 activ – activators of SMARCA2 function; MG213 cells, MMTV-luciferase reporter, dexamethasone, overnight; activation, % at 9.1 µM; hit rate 1% among 370,000; in the data active = activation above about 7.8%;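 note: 0% = vehicle wells and 100% = reference activator wells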
PLCb3 inh – inhibitors of human phospholipase C beta3 | Q01970 | Purified PLC-beta3, fluorogenic substrate, fluorescence | inhibition, % at 12.2 µM | hit rate 0.18% among 370,000; in the data active = inhibition above about 11%;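 note: 0% = median of compound wells on plate and 100% = full blocker control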
GAA850 FXN act – frataxin GAA850 promoter activation | HEK293 lucGAA850 FXN promoter luciferase reporter, 24 h; percent of 10 µM SAHA response | activation, % at 6 µM | hit rate 0.56% among 360,000 | AID 540364;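 active = activation above the average of all compounds screened plus 3 SD, cutoff fixed separately per campaign, cut at about 7.5% in these data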;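 note: 0% = DMSO wells and 100% = 10 µM SAHA wells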
DAX1 inh-2 – inhibitors of human orphan nuclear receptor DAX1 (NR0B1) | P51843 | HEK293 Gal4-DAX1 luciferase reporter, luminescence | inhibition, % at 6.75 µM | hit rate 0.99% among 340,000 | AID 504766;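 active = inhibition above the mean over all tested compounds plus 3 SD, cut at about 4.2% in these data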;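 note: 0% = DAX1-transfected cells with DMSO and 100% = empty-vector control cells with DMSO; inhibition shows as a rise in luminescence from relieved DAX1 repression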
Target sequence (P51843 207-470 limits assumed): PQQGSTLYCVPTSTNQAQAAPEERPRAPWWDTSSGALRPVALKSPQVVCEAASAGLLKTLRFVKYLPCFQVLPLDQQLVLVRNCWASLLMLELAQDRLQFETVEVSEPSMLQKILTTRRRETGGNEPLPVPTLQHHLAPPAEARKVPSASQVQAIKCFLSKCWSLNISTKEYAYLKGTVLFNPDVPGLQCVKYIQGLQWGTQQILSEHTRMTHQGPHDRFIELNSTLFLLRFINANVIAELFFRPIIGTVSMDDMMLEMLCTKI
HGIII-sPLA2 inh – Inhibits HGIII-sPLA2 liposome hydrolysis, primary screen; inhibition, % at 12.2 µM; AID 743126; hit rate 0.56% among 370,000; QFRET BODIPY PC-A2 liposome hydrolysis, fluorescence;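 active = inhibition above mean plus 3 SD of compounds lying within the high and low control bounds, cut at about 19% in these data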;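 note: 0% = median of test compound wells and 100% = no enzyme DMSO wells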
* marks the source's active call; other numbers are inactive results; / = not tested or not shown.

Structure	DAX1 inh-1	hgDAF12 agonist	hcDAF12 agonist	PG9 Ab binder	Rev-erbA mod	ssDAF12 agonist	SMARCA2 activ	PLCb3 inh	GAA850 FXN act	DAX1 inh-2	HGIII-sPLA2 inh
Cn1c(C(C#N)C(=O)c2sc3ccccc3c2Cl)nc2ccccc21 (centres undefined)	0.7	-1.0	0.0	-0.6	1	-1.9	-2	-4	1.3	0.7	-6
COc1cc(/C=N/NC(=S)Nc2cccc(C(=O)O)c2)cc(OC)c1OC	-0.1	4.4	3.7	-0.4	-2	-1.0	0	-8	3.1	-0.1	1
CCN1C(=O)[C@@H]2[C@@H](c3ccc(-c4ccc5c(c4)OCO5)cc3)N3CCCC[C@@]3(C(=O)OC)[C@@H]2C1=O	-0.6	-0.1	-0.8	1.4	11	-1.9	-2	0	-2.7	-0.2	-2
CCn1c(CNc2ccc(F)cc2)nnc1SCC(=O)Nc1ccc(OC)cc1	-0.3	-1.0	-1.8	0.9	-4	-1.6	-2	0	-1.5	-1.9	-4
COc1ccc(C(=O)NNS(=O)(=O)c2ccccc2)cc1	1.0	1.4	2.9	1.7	5	-1.3	1	0	-1.9	2.1	5
COc1ccc(C2=NN(C(=O)CCC(=O)O)C(c3cccs3)C2)cc1 (centres undefined)	1.7	6.6	2.8	-0.1	-8	-1.3	-1	-37	2.6	0.5	-3
COc1ccc2ccccc2c1C1CC(=O)N2CN(C3CCCCC3)CSC2=C1C#N (centres undefined)	-0.6	0.4	-0.3	-0.6	11	-1.4	-1	-1	0.8	-0.1	-17
Cc1nc(Cl)c(C(=O)Nc2cccc(F)c2)c(C)c1Cl	-0.1	2.7	-2.5	-0.3	0	-1.9	-2	-5	0.5	0.3	-4
C=CCn1c(COc2ccc(C)cc2)nnc1SCC(=O)Nc1ccc(Oc2ccccc2)cc1	-1.1	1.0	-1.6	/	-3	-1.7	-4	-1	/	/	-12
CCN1CCN(Cc2ccc(NC(=O)c3cccc(-c4ccc5nc(NC(=O)C6CC6)sc5n4)c3)cc2C(F)(F)F)CC1	-3.2	-0.2	0.4	-1.7	6	-1.9	2	-10	/	/	-14
CNC(=S)Nc1cc(Cl)ccc1Oc1ccccc1	-0.6	-1.4	-2.0	-1.0	4	-1.1	-3	-2	1.4	-0.7	12
COc1cc(CC(=O)NCc2cccs2)cc(OC)c1OC	-0.8	-1.6	-1.6	0.2	6	-0.7	-2	2	-0.7	2.5	2
COC(=O)C1=C(C)N(C)C(=NCc2ccccc2C(F)(F)F)NC1c1ccc(F)cc1 (centres undefined)	-1.5	3.1	2.2	1.4	0	-1.4	-4	0	/	/	4
C[C@]12C(=O)N(c3ccc(F)cc3)C(=O)N1[C@@H]1c3ccccc3OC[C@@H]1[C@H]2c1ccccc1	-0.4	-1.0	-2.7	-1.9	0	-1.2	-1	5	-1.9	2.9	1
O=C(CCc1ccccc1)Nc1cc(S(=O)(=O)N2CCOCC2)ccc1N1CCCC1	-1.0	0.0	-1.1	-1.2	-6	-1.0	2	0	1.2	-1.6	-3
Cc1cc(F)ccc1-c1cc(C(=O)NCc2cccs2)[nH]n1	1.8	6.7	1.8	0.1	-6	-0.9	0	1	1.4	/	-3
O=C(CN1CCC(N2CCCCC2)CC1)N1CCOCC1	0.3	0.6	-1.3	0.4	6	-1.7	2	-3	/	/	2
CC1=NN(c2nc(-c3ccc(C#N)cc3)cs2)C(=O)C1	0.3	-3.3	-1.5	-1.1	-7	-1.9	0	-9	/	/	5
O=C(NC(=S)Nc1ccc(N2CCOCC2)c(Cl)c1)c1sc2ccccc2c1Cl	0.6	0.0	-2.0	0.7	0	-1.8	0	-4	2.1	0.3	6
CC(C)c1onc(C(=O)N2CCN(C(c3ccccc3)c3ccccc3)CC2)c1[N+](=O)[O-]	0.4	-1.6	2.2	0.2	7	-1.3	-2	1	-2.4	1.9	1
O=C(NCC1CCCCC1)c1cc(Br)ccc1Cl	-0.4	-0.2	-3.2	-0.1	7	-0.8	-1	1	1.0	0.6	-2
Cc1c(NS(=O)(=O)c2ccc([N+](=O)[O-])cc2)c(=O)n(-c2ccccc2)n1C	-0.4	-2.0	0.9	0.5	1	-0.3	-1	-6	-2.1	-0.1	7
CC(C)(C)c1ccccc1NC(=O)CN1C(=O)NC2(CCCCCC2)C1=O	-2.2	-0.4	-1.6	-0.3	2	-0.8	-1	-6	2.0	0.2	9
O=C(NOC(=O)c1ccccc1)c1ccccc1	0.2	-0.4	-0.2	0.3	4	-0.4	0	-5	0.7	0.4	5
CCOc1ccccc1NC(=O)COC(=O)Cc1ccc(-c2ccccc2)cc1	0.3	0.9	2.2	0.0	4	-1.8	0	-2	0.7	-0.2	-38
Cc1ccc(C(C(=O)NC2CCCC2)N(Cc2ccco2)C(=O)CCC(=O)Nc2ccccn2)cc1 (centres undefined)	0.0	-0.7	-1.9	1.5	-2	-0.9	-3	-1	-0.8	-1.0	5
CC(NS(=O)(=O)c1ccccc1)C1COc2ccccc2O1 (centres undefined)	0.9	3.1	-0.7	-0.6	-4	-1.0	1	-3	-0.2	-0.1	-10
Cc1cc(N2C(=O)C(O)=C(C(=O)c3ccc(C)o3)C2c2ccc([N+](=O)[O-])cc2)no1 (centres undefined)	-0.1	0.0	-2.5	-1.6	-3	-0.7	-2	-13	0.5	0.3	1
CC1=NC(=O)C(N=Nc2ccccc2)N1c1ccccc1 (centres undefined)	0.7	3.6	5.2	0.0	7	0.8	3	5	5.6	4.6*	4
COc1ccc2nc(NNC(=O)C3COc4ccccc4O3)sc2c1 (centres undefined)	0.4	6.2	6.2*	0.6	-3	1.3*	-2	-25	-0.1	0.1	22*
CC1CCCN(S(=O)(=O)c2ccc(C(=O)NC(C)c3ccccc3)cc2)C1 (centres undefined)	-0.1	1.3	-1.3	2.6	5	-1.4	-2	-9	-0.9	1.6	-4
CCn1c(O)c(/C=N/N=C/c2ccccc2)c2ccc(C3=NNC(=O)CC3)cc21	0.4	1.9	0.3	-4.7	4	-0.8	-2	-86	6.6	-1.2	-3
Cc1cc(CNC(=O)COc2ccccc2)c2ccccc2n1	-1.8	-1.4	-1.4	1.4	-11	-1.6	-1	-5	4.7	-1.6	-5
COc1cccc(-n2nc(C(=O)N3CC(C)CC(C)C3)c3ccccc3c2=O)c1 (centres undefined)	-1.4	-2.9	-1.4	-1.9	5	-1.4	-4	-7	-1.1	-0.7	1
CCNc1nc(Oc2ccc(=O)n(-c3ccccc3)n2)nc(N(C)C)n1	0.1	-0.2	-0.6	1.8	1	-1.1	-3	1	1.5	-0.1	-1
Cc1csc(=O)n1CCC(=O)OCC(=O)NCc1ccc(Cl)cc1Cl	1.1	0.2	3.6	-1.9	-2	-1.4	-4	-2	0.1	0.2	-1
O=C(NCC1CCCO1)C(c1cccs1)N(Cc1ccccc1)C(=O)c1ccc(-c2ccccc2)[nH]1 (centres undefined)	-0.7	-1.0	-3.4	-4.1	-2	-0.9	-1	2	0.1	-2.0	-16
CC(C)(C)NC(=O)CSCc1c(Cl)cccc1Cl	0.5	-0.8	-0.7	-2.2	-3	-1.1	0	1	2.2	0.8	-5
Cc1cc(C)c2cc(C#N)c(NCCNC(=S)NCCCN3CCOCC3)nc2c1	-0.2	0.3	-0.8	0.3	1	-1.1	-4	-75	2.7	-0.6	8
COC(=O)CSc1nnc(CNC(=O)c2ccccc2OC)n1C	0.2	0.0	-0.5	-0.7	-2	-1.9	0	-1	0.5	-0.6	3
NC(=O)c1ccsc1NC(=O)CCS(=O)(=O)c1ccc(F)cc1	-3.1	0.5	-1.7	-0.6	-1	-0.8	-4	-6	-0.5	-1.7	6
Cc1ccc(Nc2nc(C)c(CCC(C)C)c(=O)[nH]2)cc1	-0.5	1.9	-1.8	-0.5	1	-1.8	-1	4	4.3	0.0	6
O=C(NCCN1CCN(c2ccccc2F)CC1)c1ccc2nc3ccccc3c(=O)n2c1	-0.2	-2.0	-0.6	1.6	0	-1.4	-2	-296	-1.9	1.3	-1
COc1ccc2nc(NC(=O)CN(c3ccc(C)cc3)S(=O)(=O)c3c(C)nn(C)c3C)sc2c1	0.0	-0.1	-1.5	0.3	-6	-1.2	0	-1	-3.7	0.7	-33
c1ccc(Cc2nnc(N3CCCCC3)c3ccccc23)cc1	0.5	3.3	-2.4	-0.9	3	-1.3	-3	-9	2.8	-0.3	3

Structural class: those above with a COOH group (two)
Structure	DAX1 inh-1	hgDAF12 agonist	hcDAF12 agonist	PG9 Ab binder	Rev-erbA mod	ssDAF12 agonist	SMARCA2 activ	PLCb3 inh	GAA850 FXN act	DAX1 inh-2	HGIII-sPLA2 inh
COc1cc(/C=N/NC(=S)Nc2cccc(C(=O)O)c2)cc(OC)c1OC	-0.1	4.4	3.7	-0.4	-2	-1.0	0	-8	3.1	-0.1	1
COc1ccc(C2=NN(C(=O)CCC(=O)O)C(c3cccs3)C2)cc1 (centres undefined)	1.7	6.6	2.8	-0.1	-8	-1.3	-1	-37	2.6	0.5	-3

New compounds follow:
Structure	DAX1 inh-1	hgDAF12 agonist	hcDAF12 agonist	PG9 Ab binder	Rev-erbA mod	ssDAF12 agonist	SMARCA2 activ	PLCb3 inh	GAA850 FXN act	DAX1 inh-2	HGIII-sPLA2 inh
COc1cccc(NC(=O)N(C)C[C@@H]2Oc3cc(Br)ccc3S(=O)(=O)N([C@@H](C)CO)C[C@H]2C)c1	0.1	0.4	-0.5	0.7	2	-1.3	0	2	-0.4	2.5	-3
CCCCc1cc(C)c(S(=O)(=O)c2ccccc2C)c(=O)[nH]1	0.1	0.7	0.1	-1.2	-4	-1.0	-2	-7	-0.2	0.9	-5
Cc1ccc(Cc2cnc(N)s2)o1	0.6	0.7	-0.9	1.3	-19	-0.5	-3	-24	-2.6	2.8	7
COc1cccc(CN2CCN(Cc3nc(-c4cccc(F)c4F)oc3C)CC2=O)c1	-0.3	-1.2	-1.5	-0.1	4	-1.2	-1	-3	-0.3	-0.8	-6
Fc1ccccc1CNc1nc(-c2cccnc2)nc2ccccc12	-0.1	-1.6	-2.7	-0.4	2	-1.1	3	-20	0.3	0.4	-12
Cc1occc(=O)c1O	0.7	-2.3	-0.5	-3.0	-9	-1.3	-1	3	0.4	-0.6	-5
O=C(Nn1cnnc1)c1ccccc1Cl	0.0	0.5	2.5	0.1	1	-0.9	0	-4	-0.1	0.5	-2
Cc1ccc(C)c2[nH]c(=O)c(CCNC(=O)CCc3ccccc3)cc12	-0.1	3.0	-1.8	0.4	-7	-0.6	-1	-1	0.5	0.0	-4
CC(C)N1CCCCC(NC(=O)c2cccc(F)c2)C1=O (centres undefined)	-0.2	1.9	0.2	/	1	-1.6	-4	3	/	/	3
Cn1cc(/C=C(\C#N)C(=O)Nc2ncc(Cc3ccc(Cl)cc3)s2)c2ccccc21	-0.2	1.9	-3.3	-1.2	3	-0.4	-1	2	-0.1	1.0	2

Screening results as filed in PubChem BioAssay.

Rows are unselected; overall some 7% were active at least once.
